SENP8 block-1: SENP8 (human) protease inhibition | AID 602440 | recombinant SENP8, Nedd8 substrate fluorescence | actives 0.64% (n = 360,000) | inhibition, % at 20 µM; in the data active means inhibition mostly above about 40%, no sharp cut-off; inactive means mostly below about 27%
UBC13 polyUb: inhibitors of human UBC13 polyubiquitin chain formation; P61088; TR-FRET; inhibition, % at 20 µM; actives 0.47% (n = 330,000); in the data active means inhibition above about 45%, passing the limit was not always enough
SENP7 inh: SENP7 protease inhibition. Q9BQF6. recombinant SENP7, Z-RLRGG-aminoluciferin luminescence, 40 min. inhibition, % at 5 µM. actives 1.5% (n = 330,000);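 active means inhibition above about 50% at the single test dose, limit read from the data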;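 further: plate controls were DMSO with enzyme for no effect and no enzyme buffer wells for full effect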
Apaf1 inhib: inhibitors of human Apaf-1 apoptosome; O14727; reconstituted apoptosome caspase-3 activity, DEVD-Rh110 fluorescence; inhibition, % at 20 µM; actives 0.71% (n = 330,000); active means inhibition of at least 40% at 20 µM;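 further: plate controls were DMSO wells for no effect and DEVD-CHO caspase inhibitor wells for full effect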
Target sequence (O14727 whole entry, looked up): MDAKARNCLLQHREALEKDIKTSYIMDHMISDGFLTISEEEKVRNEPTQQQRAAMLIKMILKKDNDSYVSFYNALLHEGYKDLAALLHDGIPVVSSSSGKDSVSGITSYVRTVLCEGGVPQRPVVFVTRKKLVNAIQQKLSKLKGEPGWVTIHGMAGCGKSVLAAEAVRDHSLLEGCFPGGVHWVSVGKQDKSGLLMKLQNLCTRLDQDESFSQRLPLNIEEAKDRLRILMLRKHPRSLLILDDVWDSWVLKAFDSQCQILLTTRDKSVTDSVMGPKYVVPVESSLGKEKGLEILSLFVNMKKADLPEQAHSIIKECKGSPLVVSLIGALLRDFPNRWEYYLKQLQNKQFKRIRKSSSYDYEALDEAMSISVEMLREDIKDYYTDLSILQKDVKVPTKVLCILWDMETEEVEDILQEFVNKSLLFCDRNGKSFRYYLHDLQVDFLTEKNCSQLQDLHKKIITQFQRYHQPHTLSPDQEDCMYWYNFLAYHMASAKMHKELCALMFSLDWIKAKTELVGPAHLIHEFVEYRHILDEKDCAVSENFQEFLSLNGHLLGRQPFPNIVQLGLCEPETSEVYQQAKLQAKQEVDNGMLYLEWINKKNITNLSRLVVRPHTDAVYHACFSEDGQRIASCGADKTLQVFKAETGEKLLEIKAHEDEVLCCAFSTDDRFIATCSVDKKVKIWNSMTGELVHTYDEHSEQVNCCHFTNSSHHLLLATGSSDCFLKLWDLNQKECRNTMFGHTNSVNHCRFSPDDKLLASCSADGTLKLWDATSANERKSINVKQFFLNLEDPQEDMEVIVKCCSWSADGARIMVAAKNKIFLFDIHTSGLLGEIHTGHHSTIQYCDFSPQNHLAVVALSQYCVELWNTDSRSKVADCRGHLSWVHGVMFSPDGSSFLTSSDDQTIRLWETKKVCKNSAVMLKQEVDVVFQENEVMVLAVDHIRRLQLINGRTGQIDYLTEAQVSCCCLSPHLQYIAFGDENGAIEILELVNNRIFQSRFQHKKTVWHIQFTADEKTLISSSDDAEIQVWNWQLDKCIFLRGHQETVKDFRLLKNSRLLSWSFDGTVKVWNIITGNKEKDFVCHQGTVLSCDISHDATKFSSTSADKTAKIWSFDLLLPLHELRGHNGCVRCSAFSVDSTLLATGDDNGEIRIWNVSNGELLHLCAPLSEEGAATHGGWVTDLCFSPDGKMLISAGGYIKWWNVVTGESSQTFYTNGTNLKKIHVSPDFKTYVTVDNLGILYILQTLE
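Medium: Hepes buffer, pH 7.5 / System: biochemical Apaf-1 apoptosome reconstitution / Measured by: Rh110 fluorescence, excitation 480 nm, emission 540 nm / Times: compound with Apaf-1, dATP, procaspase-3 30 min, then 50 min reaction, room temperature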
SENP1 FRET inh: SENP1 (human) catalytic domain inhibition; Q9P0U3; recombinant SENP1 catalytic domain, CyPet-SUMO1-YPet FRET cleavage; inhibition, % at 10 µM; actives 0.21% (n = 360,000);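 active means inhibition at least 30% at 10 µM, raw YFP signal under a set limit, fluorescence ratio 0.5 to 1.5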;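 further: 0% = enzyme with DMSO and 100% = no enzyme wells; some results filed as inactive read as strong as hits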
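Test system: hSENP1 catalytic domain, recombinant; Amount: 20 pM final SENP1 enzyme; Medium: Tris pH 8 buffer plus EDTA, NaCl, BME, BSA, NP40, catalase; Schedule: 50 min enzyme reaction, room temperature, light-protected; Technique: FRET fluorescence in CFP and YFP emission channels; Controls: no-enzyme wells low, DMSO-plus-enzyme wells high control.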
APOBEC3G inh: blocks human APOBEC3G single-stranded DNA deamination | Q9HC16 | recombinant A3G, ssDNA deamination FAM/TAMRA fluorescence | inhibition, % at 20 µM | actives 0.28% (n = 330,000);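 active means inhibition of at least 40% at 20 µM, with no more than 30% in the related APOBEC3A deaminase screen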;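 further: plate controls were DMSO wells with A3G for no effect and wells lacking A3G enzyme for full effect; some compounds called inactive have numbers as strong as hits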
SENP8 block-2: blocks the human protease SENP8. AID 2540. inhibition, % at 10 µM. actives 1.2% (n = 330,000). Q96LD8. purified SENP8, Z-RLRGG-aminoluciferin cleavage, luminescence; in the data active means inhibition above about 50%
SENP6 inh: SENP6 protease inhibition; Recombinant SENP6 catalytic domain, aminoluciferin luminescence; inhibition, % at 10 µM; actives 1.8% (n = 330,000); Q9GZR1;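 active means inhibition above about 50% at the single tested dose, limit read from the data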;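 further: plate controls were DMSO wells with enzyme for no effect and DMSO wells lacking enzyme for full effect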
Starred values were filed as active, the others as inactive; . = no result given.

The first 2 compounds, to show the layout:
SMILES | SENP8 block-1 | UBC13 polyUb | SENP7 inh | Apaf1 inhib | SENP1 FRET inh | APOBEC3G inh | SENP8 block-2 | SENP6 inh
c1cc(CN2CCCCC2)cc(OCCCNc2nc3ccccc3s2)c1 | 2 | 30 | 6 | 2 | 3 | -8 | -1 | 4
CS(=O)(=O)N(Cc1ccco1)CC(O)Cn1c2ccccc2c2ccccc21 (stereo unspecified) | 2 | 5 | 15 | 24 | 2 | -2 | 4 | 11

The listing (from the top)
SMILES | SENP8 block-1 | UBC13 polyUb | SENP7 inh | Apaf1 inhib | SENP1 FRET inh | APOBEC3G inh | SENP8 block-2 | SENP6 inh
c1cc(CN2CCCCC2)cc(OCCCNc2nc3ccccc3s2)c1 | 2 | 30 | 6 | 2 | 3 | -8 | -1 | 4
CS(=O)(=O)N(Cc1ccco1)CC(O)Cn1c2ccccc2c2ccccc21 (stereo unspecified) | 2 | 5 | 15 | 24 | 2 | -2 | 4 | 11
CNC(=O)NNC(=O)c1csc(-c2ccc(C(F)(F)F)cc2Cl)n1 | 22 | -2 | -9 | 9 | 2 | 3 | -8 | 2
NC(=O)CCS(=O)(=O)CCN1CCN(S(=O)(=O)c2ccc3c(c2)CCC3)CC1 | 14 | -5 | -5 | 2 | -1 | -7 | -13 | -3
CCc1cccc2c(SCC(=O)NCC3CCCO3)nc(-c3ccc(F)cc3)nc12 (stereo unspecified) | 14 | -5 | 1 | -22 | 3 | -5 | 2 | -2
Cc1[nH]n(-c2c(Cl)cc(Cl)cc2Cl)c(=O)c1C=Nc1ccc(S(=O)(=O)N2CCOCC2)cc1 | 18 | -7 | 4 | -5 | 0 | -9 | 0 | 8
CCC(C)C(=O)Nc1nnc(SCC(=O)NC2CCCCC2)s1 (stereo unspecified) | 2 | -1 | -3 | 8 | 1 | -3 | -14 | -5
Nc1ncnc2c1ncn2CCNCCc1ccccc1 | 14 | 0 | -4 | -15 | 5 | -5 | 2 | -8
Cc1ccc(C(=O)NNC(=O)c2cccc(C)c2)cc1 | 5 | 7 | -3 | -1 | 3 | -5 | -1 | -17
CC(C)=CCN1CCN(Cc2cccn2-c2ccccn2)CC1CCO (stereo unspecified) | 17 | 11 | 5 | -20 | -3 | -7 | 7 | 7
CCCn1c(N)c(Sc2ccccc2[N+](=O)[O-])c(=O)n(CCC)c1=O | 9 | -4 | 10 | 5 | 2 | -2 | -2 | -23
O=C(Nc1ccccc1)c1sccc1Oc1ccc([N+](=O)[O-])cc1F | 10 | 0 | 0 | 24 | 1 | -4 | 22 | 30
CCOC(=O)Cc1c(C)nc2c(-c3cccc(Br)c3)c[nH]n2c1=O | -378 | -11 | 6 | 6 | 1 | -7 | 3 | -6
O=C(Cn1nnc(-c2ccncc2)n1)NCCc1ccccc1 | -19 | 0 | -5 | 0 | -13 | -4 | 6 | 14
O=C(O)C(Cc1cc(Cl)ccc1Cl)Sc1nc2ccccc2[nH]1 (stereo unspecified) | 16 | 0 | 5 | -11 | 0 | -3 | 8 | 12
CC(=O)Nc1ccc(/C=N/NC(=O)c2cccc(S(=O)(=O)N3CCOCC3)c2)cc1 | -132 | 2 | -3 | 2 | 0 | -4 | -3 | -1
CCOC(=O)C1CCN(c2c(NCCCN(CC)c3ccccc3)c(=O)c2=O)CC1 | 8 | -13 | -5 | 0 | 0 | 0 | -3 | 0
O=C(COc1ccc(Br)cc1)N1CCN(S(=O)(=O)/C=C/c2ccccc2)CC1 | 5 | -10 | -6 | 9 | -1 | -2 | -11 | -10
Cc1ccc(NC(=O)c2cccc(OCc3c(C)noc3C)c2)cc1S(=O)(=O)Nc1ccccc1Cl | 5 | -7 | 4 | 14 | 6 | -5 | -6 | -12
O=C(c1ccco1)N1CCN(Cc2nc(Cc3ccccc3)no2)CC1 | 2 | 0 | -5 | -10 | 0 | -14 | 6 | 18
N/C(=N\OC(=O)CCCC(=O)O)c1ncc(C(F)(F)F)cc1Cl | 6 | -3 | -1 | 12 | 1 | -7 | -15 | 4
Cc1cc(Br)ccc1NC(=O)CCS(=O)(=O)c1cccc2nonc12 | 16 | 2 | 1 | 4 | 5 | 1 | 2 | -10
CCOC(=O)c1cnc(/N=C/N(C)C)s1 | -5 | 8 | -2 | -1 | 1 | -6 | -4 | -4
CCCCNCCOCCOc1ccc(C)cc1[N+](=O)[O-] | 16 | -12 | -6 | -2 | 1 | -4 | -12 | -9
Cc1ccc(COc2ccc(C)nc2[N+](=O)[O-])cc1 | 25 | -3 | 8 | -2 | 1 | -2 | -6 | -14
CCC(=O)N1c2ccc(S(=O)(=O)CCC(=O)NCc3ccc4c(c3)OCO4)cc2CC1C (stereo unspecified) | 9 | -2 | 2 | 1 | 1 | 0 | 2 | -8
CN(Cc1cc(=O)n2ccsc2n1)Cc1nc2ccccc2c(=O)[nH]1 | -47 | -8 | 3 | -1 | -3 | 8 | 5 | -7
CCCCNC(=O)N(O)C1N(/N=C/c2cccs2)C(=S)SC1(C)C (stereo unspecified) | 32 | 0 | -2 | -12 | 3 | -2 | -1 | -19
COCCNC(=S)Nc1ccc2nc(N3CCN(C)CC3)cc(C)c2c1 | -172 | 1 | 8 | 11 | -3 | -1 | -3 | -18
Cc1c(NC(=S)N/N=C/c2ccc(N(C)C)cc2)c(=O)n(-c2ccccc2)n1C | -373 | 3 | 6 | -7 | -49 | -7 | 2 | -12
CC1=C(C(=O)NCc2ccccc2)C(c2cccs2)n2ncnc2N1 (stereo unspecified) | 13 | -4 | 7 | -6 | 0 | -1 | 8 | 9
CNC(=S)N1CCN(c2cccc(OC)c2)CC1 | 26 | 1 | 6 | 1 | -2 | -2 | 3 | 4
CSCSC1=C(C#N)C(c2ccc(Cl)cc2)C(C(C)=O)=C(C)N1 (stereo unspecified) | . | 20 | 5 | 9 | . | 9 | -6 | -3
COc1ccc(Br)cc1CN(C)CC(=O)Nc1ccccc1Cl | 14 | 16 | -2 | 9 | 1 | -8 | 3 | -8
COc1cc(C(=O)NCC2(c3ccccc3)CCCC2)cc(OC)c1OC | 13 | 5 | -10 | -1 | 0 | -4 | -2 | 5
COc1ccc(NC(=O)c2cc(C)on2)cc1OC | -25 | -2 | -1 | -9 | -2 | -3 | 5 | -1
COc1cc(/C=N/NC(=O)Cn2nnc3ccccc32)ccc1O | -8 | 2 | 1 | -7 | 3 | 1 | 13 | 14
O=C(OCc1nnc(-c2ccc([N+](=O)[O-])cc2)o1)C1CCN(C(=O)c2ccc(Cl)cc2)CC1 | 2 | -9 | 9 | 16 | 2 | -6 | -1 | -6
CSc1sc(-c2n[nH]c(=S)n2C)c2c1C=CCC2 | -62 | 0 | -1 | -1 | 2 | 25 | 2 | -4
O=C(c1cc(-n2cnnc2)ccc1Cl)N1CCN(c2nc(-c3ccccc3)cs2)CC1 | 23 | 4 | -6 | 19 | 3 | -4 | 2 | 2
O=c1[nH]c2ccc(Cl)cc2c(O)c1-c1ccccc1 | -378 | 11 | -8 | -4 | 0 | -6 | 5 | -20
CCOc1ccccc1C(=O)OCC(=O)NCCc1ccc(OC)cc1 | 6 | -2 | -16 | 1 | 1 | -9 | -7 | 2
Cc1ccc(NS(=O)(=O)Cc2ccccc2)nc1 | -375 | 12 | 2 | -2 | 0 | -5 | -2 | -5
COc1ccc(C(=O)CN2C(=O)COc3ccccc32)cc1 | -4 | -7 | 10 | -1 | 0 | 0 | 1 | -6
Cc1ccc(NC(=O)C2CCN(S(=O)(=O)c3ccc4c(c3)C(C)(C)C(=O)N4C)CC2)c(C)c1 | 8 | -9 | 16 | 1 | 0 | -3 | -6 | 4
CC(C)C(=O)Nc1ccc(Nc2ccccc2)cc1 | 22 | 4 | 5 | 7 | -1 | -3 | -2 | -12
C=CCn1c(SCC(=O)NCc2ccc3c(c2)OCO3)nnc1C1COc2ccccc2O1 (stereo unspecified) | 13 | -1 | -2 | 1 | 1 | -6 | -21 | -18
CCOC(=O)N1CCN(C(=O)c2cc3ccccc3o2)CC1 | 5 | 4 | -5 | -5 | -1 | -3 | 0 | 5
Cc1cc(Cl)ccc1OCC(=O)N1CCCN(C(=O)COc2ccc(Cl)cc2C)CC1 | 3 | 4 | 2 | 10 | -1 | -3 | -11 | 1
Cc1ccc(C(=O)CC(SCC(=O)O)c2ccc([N+](=O)[O-])cc2)cc1 (stereo unspecified) | 22 | 0 | 3 | 8 | 2 | -1 | 0 | 2
O=C(Nc1cccn2ncnc12)c1cccc(C(F)(F)F)c1 | -4 | -4 | 18 | -3 | 2 | -2 | 2 | 16
Nc1nc(SCC(=O)NCc2ccccc2)n[nH]1 | 10 | -6 | 0 | 0 | -1 | -1 | -10 | -25
O=C(c1ccc(S(=O)(=O)N2CCCC2)cc1)N1CCN(c2ccccc2F)CC1 | 0 | -7 | 0 | 6 | -1 | -4 | 6 | 0
COc1cc(OC)c(N(C)S(=O)(=O)c2cccc(C(=O)Nc3nnc(C4CC4)s3)c2)cc1Cl | -14 | -4 | 5 | -4 | -4 | -3 | -1 | -10
COc1ccc(-c2c3c(=O)n(C)c(=O)n(C)c3cn2Cc2ccccn2)cc1 | -8 | 1 | -5 | -9 | -7 | -3 | 7 | -33
CC1(C)C2CC[C@]3(C)C(CC=C4[C@@H]5C[C@@](C)(CO)CC[C@]5(C(=O)O)CC[C@]43C)[C@@]2(C)CC[C@@H]1O (stereo partly specified) | -1 | -5 | -1 | -4 | -3 | -8 | 3 | 1
Cc1cccc([N+](=O)[O-])c1NC(=O)COC(=O)c1nc2nccc(C)n2n1 | 8 | -3 | 1 | 3 | 1 | -1 | -10 | 7
CC(C)(C)c1cnnn1-c1ccc(NC(=O)c2ccc(Br)o2)cc1 | -1 | -2 | -4 | -7 | 2 | -2 | -1 | 2
O=C(O)CC12C[C@H]3C[C@@H](C1)CC(n1ncc(N4CCN(c5ccccc5)CC4)c(Cl)c1=O)(C3)C2 | 27 | 8 | 4 | -5 | 2 | -7 | -5 | -12
COc1ccc(Nc2nc(C(C)(C)C)nc3c2nnn3Cc2ccccc2Cl)cc1OC | -125 | 2 | 13 | 16 | -4 | -4 | 8 | 2

4 compounds from above, ordered by heavy-atom count, rising.
SMILES | SENP8 block-1 | UBC13 polyUb | SENP7 inh | Apaf1 inhib | SENP1 FRET inh | APOBEC3G inh | SENP8 block-2 | SENP6 inh
O=C(c1ccc(S(=O)(=O)N2CCCC2)cc1)N1CCN(c2ccccc2F)CC1 | 0 | -7 | 0 | 6 | -1 | -4 | 6 | 0
Cc1cc(Cl)ccc1OCC(=O)N1CCCN(C(=O)COc2ccc(Cl)cc2C)CC1 | 3 | 4 | 2 | 10 | -1 | -3 | -11 | 1
COc1ccc(Nc2nc(C(C)(C)C)nc3c2nnn3Cc2ccccc2Cl)cc1OC | -125 | 2 | 13 | 16 | -4 | -4 | 8 | 2
C=CCn1c(SCC(=O)NCc2ccc3c(c2)OCO3)nnc1C1COc2ccccc2O1 (stereo unspecified) | 13 | -1 | -2 | 1 | 1 | -6 | -21 | -18

New compounds follow:
SMILES | SENP8 block-1 | UBC13 polyUb | SENP7 inh | Apaf1 inhib | SENP1 FRET inh | APOBEC3G inh | SENP8 block-2 | SENP6 inh
COc1cc(C(=O)N2CCN(c3cc(Cl)ccc3Cl)CC2)cc(OC)c1OC | 14 | 6 | -5 | 19 | 1 | -3 | 6 | 4
COc1ccc(CC(=O)NC2CCSc3ccccc32)c(OC)c1 (stereo unspecified) | 4 | 3 | 1 | 5 | 3 | -8 | -2 | -2
COc1cc(C(=O)NCCOc2ccc(C)c(C)c2)cc(OC)c1OC | 21 | -1 | -17 | 15 | 0 | -6 | -2 | -6
COCc1c(C(=O)NCC2COc3ccccc3O2)oc2ccccc12 (stereo unspecified) | 11 | 4 | -4 | 6 | 1 | -1 | 5 | 3
CCCCNC(=S)NNC(=O)c1csc(C)c1CC | 2 | 8 | 1 | 0 | -1 | -2 | -2 | 11

High-throughput results deposited in PubChem by Sanford-Burnham Center for Chemical Genomics.
